Chronic BCR inh – chronic active BCR signaling inhibition; ABC-DLBCL IkBa-CBG/CBR reporter, luminescence ratio, 4 h; Potency, µM (top dose mostly 46.1 µM), for inactives: top-dose ratio change, negative = lower green/red ratio, most hits filed as inhibitors; 340,000 tested, 0.05% active; active = well fitted inhibition curve with a large enough effect in the signal ratio, with a control signal flat, not every such curve was filed as active; inconclusive = small, poorly fitted or top-dose-only effect, or effect the other way, or a change in a side signal; the % refers to the signal ratio;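 note: potency is the fitted concentration of half-maximal effect; plate controls were basal doxycycline-induced cells for no effect and cells given 10 µM MG132 for full effect; MG132 reads +100%, hits lower the ratio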
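Concentration-response series (up to 46 uM) were applied to TMD8 dual-reporter cells for 4 h at 37C with doxycycline. Green/red ratio, after filter-overlap correction, defined %Activity; red signal alone was normalised to basal cells and zero luminescence.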
Integrin act MD – activators of alpha7 integrin expression for muscular dystrophy. alpha7betagal myoblasts, beta-gal FDG fluorescence, 48 h. Potency, µM (doses to about 38.3 µM), for inactives: top-dose activation, actives largely listed as activators. 350,000 tested, 0.064% active;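 note: potency is the fitted concentration of half-maximal effect; 100% = response of the positive control SU9516; nearly all actives have a fitted effect of over 60% in size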
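alpha7betagal+/- myoblasts (passage 13, 250/well) treated 48 h at 37C with compounds at 1:260 dilution of DMSO stock. Lysed, then beta-galactosidase activity read as FDG fluorescence (ex 480/em 540) after 30 min, with pre-read for autofluorescence.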
Tb PFK block – blocks T. brucei phosphofructokinase. 330,000 tested, 0.17% active. T. brucei PFK, ADP-Glo luminescence. AID 485367. O15648. Potency, µM (doses to about 57.5 µM), inactives show top-dose activity, negative = inhibition, most hits filed as inhibitors;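 note: potency is the fitted concentration of half-maximal effect; 0% = uninhibited 1x PFK enzyme wells and -100% = no-enzyme wells; nearly all actives have a fitted effect of over 60% in size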
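Luminescent ADP detection (ADP-Glo, two-step: ATP depletion then ADP-to-ATP conversion for luciferase) reported PFK activity after 45 min room-temperature reaction of 1.25 nM enzyme with 0.5 mM F6P and 0.1 mM ATP at pH 8.0.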
PKM2 activator – activators of human pyruvate kinase M2; P14618; purified PKM2, Kinase-Glo ATP luminescence, activation; response scale: 0% is enzyme alone, no compound; Potency, µM (highest dose often 57.5 µM), inactives show top-dose activation, most hits filed as activators; 260,000 tested, 0.34% active; AID 1631; note: potency is the fitted concentration of half-maximal effect; % is set by controls: 0 for no effect and ±100 for the full control effect; nearly all actives have a fitted effect of over 55% in size
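hPK-M2, >95% pure; 0.1 mM ADP / 0.5 mM PEP final; imidazole pH7.2 buffer w/ 7 mM MgCl2, 50 mM KCl; 1 h RT; Kinase-Glo lum. Intermediate enzyme activity for dual inhibitor/activator qHTS.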
TSG101-PTAP inh – blocks PTAP/TSG101 interaction to inhibit HIV-1 budding; Q99816; Fluorescence polarization, FITC-PTAP peptide / Tsg101 binding; Potency, µM (highest dose often 115 µM), for the others: at the highest dose activity change, negative = inhibition, hits mostly inhibitors; 340,000 tested, under 10 active; active = well fitted inhibition curve with a large enough effect in the main read-out, with a control signal flat, not every such curve was filed as active; inconclusive = small, poorly fitted or top-dose-only effect, or effect the other way, or a change in a side signal; inactive = no such curve, though single readings can be large or run the other way; note: potency is the fitted concentration of half-maximal effect; % of control where 0% means no effect
Target sequence (Q99816 whole entry, looked up): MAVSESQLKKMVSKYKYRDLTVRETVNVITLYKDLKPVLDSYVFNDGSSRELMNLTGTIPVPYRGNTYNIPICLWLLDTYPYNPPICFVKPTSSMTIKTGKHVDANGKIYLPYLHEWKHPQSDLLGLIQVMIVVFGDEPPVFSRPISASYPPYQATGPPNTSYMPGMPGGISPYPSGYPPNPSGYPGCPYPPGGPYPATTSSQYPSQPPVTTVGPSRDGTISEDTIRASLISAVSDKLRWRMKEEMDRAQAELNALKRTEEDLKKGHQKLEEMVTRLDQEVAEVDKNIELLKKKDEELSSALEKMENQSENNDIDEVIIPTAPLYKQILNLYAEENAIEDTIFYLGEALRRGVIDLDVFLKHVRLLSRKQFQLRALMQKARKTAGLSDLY
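Compounds were pin-transferred onto Tsg101 binding domain (10 uM final) in HEPES pH 7.5 buffer, then FITC-PTAP peptide was added at 50 nM final. After 20 min at RT, polarization reported peptide displacement across a qHTS concentration series.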
Menin MLL FP TR – displaces Texas Red mutant MLL peptide from human menin | O00255 | Menin + Texas Red MLL mutant peptide, fluorescence polarization | Potency, µM (highest dose often 61.6 µM), for inactives: at the top dose FP activity change, negative = inhibition, usual class: inhibitors | 270,000 tested, 0.23% active | AID 1768; active = well fitted inhibition curve with a large enough effect in the polarisation, with a control signal flat, not every such curve was filed as active; inconclusive = small, poorly fitted or top-dose-only effect, or effect the other way, or a change in a side signal; inactive = no such curve, though single readings can be large or run the other way; the % refers to the polarisation; note: potency is the fitted concentration of half-maximal effect; % of control where 0% means no effect; many of its hits are not listed in these tables
B2AR arrestin – agonists driving beta-arrestin recruitment to human beta2-adrenergic receptor. beta-arrestin recruitment to beta2AR, cell-based reporter. 330,000 tested, 0.02% active. Potency, µM (series often up to 46.1 µM), without a hit: top-dose activation, usual class: activators. AID 492947. P07550;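 note: potency is the fitted concentration of half-maximal effect; 0% = DMSO controls and full agonism = EC100 isoproterenol or metaproterenol; nearly all actives have a fitted effect of over 65% in size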
GALK inh – galactokinase (human) inhibition | P51570 | Purified GALK, Kinase-Glo residual ATP luminescence | Potency, µM (doses to about 57.5 µM), inactives show at the top dose activity change, negative = inhibition, actives largely listed as inhibitors | 270,000 tested, 0.007% active; note: potency is the fitted concentration of half-maximal effect; % is set by controls: 0 for no effect and ±100 for the full control effect
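Quantitative HTS: GALK 5 nM, ATP 35 uM, galactose 100 uM, 1 h room temperature, then luciferase-based ATP detection.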
FBPA coupling cs – inhibits coupling enzyme system, counter-screen for aldolase hits; activity change, negative = inhibition, % at 58.2 µM, hits read low; coupling enzyme system counterscreen, AmpLite Red fluorescence; 290,000 tested, 0.67% active; in the data active = activity change below about -30%; note: % is set by controls: 0 for no effect and ±100 for the full control effect
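Activity here indicates interference with the coupling reaction, not aldolase inhibition. Compounds at 57.5 uM final met coupling enzymes for 10 min at RT; substrate and AmpLite Red detection followed, with a 525/598 nm fluorescence read after 20 min.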
Giardia killer – Giardia lamblia killing; Giardia lamblia trophozoite viability; activity change, % at 7.66 µM, hits read low; 340,000 tested, 0.15% active; in the data active = activity change below about -80%; inconclusive = between about -30% and that limit;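 note: parasites exposed to compound for two days anaerobically before the ATP read; % is set by controls: 0 for no effect and ±100 for the full control effect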
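Luminescence from cellular ATP indicates surviving trophozoites (100 cells/well) following 48 hrs anaerobic compound treatment at 37 deg C; signal develops 15-30 min at room temperature.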
ASM inhibitor – blocks human secretory acid sphingomyelinase; Potency, µM (top dose mostly 57.5 µM), for inactives: at the highest dose activity change, negative = inhibition, usual class: inhibitors; placental ASM, HMU-PC fluorogenic substrate, 60 min; P17405; 340,000 tested, 0.006% active; note: potency is the fitted concentration of half-maximal effect
Target sequence (P17405 47-631 limits assumed): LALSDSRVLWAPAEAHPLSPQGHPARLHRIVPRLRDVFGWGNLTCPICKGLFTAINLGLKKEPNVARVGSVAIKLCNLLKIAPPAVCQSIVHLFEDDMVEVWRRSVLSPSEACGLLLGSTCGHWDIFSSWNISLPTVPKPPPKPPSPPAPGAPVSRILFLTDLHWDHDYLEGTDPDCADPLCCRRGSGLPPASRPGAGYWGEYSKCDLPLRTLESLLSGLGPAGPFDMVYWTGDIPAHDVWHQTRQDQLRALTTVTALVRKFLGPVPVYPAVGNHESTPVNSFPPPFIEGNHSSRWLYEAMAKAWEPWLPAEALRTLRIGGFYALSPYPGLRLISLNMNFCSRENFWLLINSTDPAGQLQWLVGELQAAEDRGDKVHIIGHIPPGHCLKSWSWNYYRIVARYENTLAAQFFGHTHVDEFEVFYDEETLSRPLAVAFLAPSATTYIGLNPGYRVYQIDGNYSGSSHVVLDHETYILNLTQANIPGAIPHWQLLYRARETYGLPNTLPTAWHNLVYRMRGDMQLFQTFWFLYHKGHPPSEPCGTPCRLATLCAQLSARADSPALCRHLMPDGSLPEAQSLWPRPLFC
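Fluorogenic HMU-PC substrate (9 uM final) is turned over by placental ASM in 60 min at 37 C after a 10 min compound preincubation. Reaction ended by alkaline stop (pH 10), with fluorescence read at 386/447 nm.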
Starred values were filed as active, the others as inactive; ? = inconclusive; . = not tested or not shown; [ ] = remark or other dose. Unless noted, calls come from the whole dose curve; as a rule, active = well fitted curve in the direction sought with a large enough effect; inconclusive = small, poorly fitted or top-dose-only effect, or another doubt; inactive = no such curve, though single readings can be large; an effect the other way counts as inactive or inconclusive.

SMILES	Chronic BCR inh	Integrin act MD	Tb PFK block	PKM2 activator	TSG101-PTAP inh	Menin MLL FP TR	B2AR arrestin	GALK inh	FBPA coupling cs	Giardia killer	ASM inhibitor
CN1CCN(c2nc(-c3cccs3)cc(C(F)(F)F)n2)CC1	6%	-24%	-1%	1%	-4%	-6%	-0.9%	-4%	0	4	0%
CC(=O)NC1=NC(=O)/C(=C/c2cc(C)n(-c3cccc(C(=O)O)c3)c2C)S1	-1%	-3%	?	0%	28%	24%	0.0%	-2%	4	-13	1%
CC(C)NC(=O)NC(=O)COC(=O)c1c2c(nc3ccccc13)CCC2	?	-3%	1%	.	-2%	.	0.2%	4%	5	-7	-4%
COC(=O)c1ccccc1NC(=O)CSc1nc(-c2ccco2)cc(C(F)(F)F)n1	-2%	-25%	-5%	8%	-2%	3%	0.4%	3%	-3	2	-11%
O=C(CN1CCN(Cc2ccccc2Cl)CC1)N/N=C/c1ccccn1	-17%	-23%	6%	0%	-5%	.	-0.4%	-3%	0	23	-3%
O=C(CSC(=S)N1CCCC1)N(Cc1nnc(-c2ccccc2Cl)o1)C1CC1	?	-26%	9%	.	-1%	.	-0.2%	.	.	21	1%
O=C1C2C3CCC(CC3)C2C(=O)N1c1ccccc1 (stereo unspecified)	4%	?	-1%	.	1%	-14%	-0.5%	-2%	4	-16	-3%
CCOc1ccc(NC(=O)c2ccco2)cc1	?	-14%	-11%	-15%	-5%	23%	0.0%	-1%	3	?	-1%
CN(CC(=O)NNC(=O)c1cccnc1)S(=O)(=O)c1cc(Cl)ccc1Cl	-30%	2%	1%	0%	0%	-3%	-0.2%	-2%	-2	?	5%
Cc1ccc(C2(C(F)(F)F)NC(=O)N3CCCN=C3S2)cc1 (stereo unspecified)	8%	-9%	-1%	7%	-9%	-9%	-0.8%	4%	4	-9	4%
CCC1CCCN1Cn1cnc2c([nH]c3ccccc32)c1=O (stereo unspecified)	?	0%	-3%	-7%	0%	-2%	-0.1%	-1%	-1	32[activator]	-1%
COc1ccc2c(c1)c(C(C)=O)c(C)n2-c1ccccc1	-17%	19%	0%	-1%	-7%	-14%	0.1%	0%	3	-12	0%
OCCN1CCN(c2nc(-c3ccccc3)nc3c2oc2ccccc23)CC1	?	-53%[inhibitor]	5%	5%	-1%	15%[11.7 µM]	0.4%	2%	0	-1	-7%
O=C(Cn1c(C(=O)O)cc2ccccc21)c1ccccc1	2%	27%	3%	-2%	0%	7%	-1.0%	3%	6	0	2%
C[C@@H]1CN([C@H](C)CO)C(=O)c2cc(NS(=O)(=O)c3ccc(F)cc3)ccc2O[C@@H]1CN(C)Cc1ccc(Cl)c(Cl)c1	?	-42%	-4%	.	-4%	.	-0.3%	.	.	17	-10%
O=C(CCC(=O)Nc1ccc(Br)cc1)N/N=C/c1cc([N+](=O)[O-])ccc1O	3%	?	-9%	-13%	0%	?	0.0%	3%	4	18	-2%
CNC(=O)c1sc(SC)cc1-c1ccc(Cl)cc1	9%	8%	1%	3%	5%	.	-0.4%	-8%	1	-11	1%
CC(c1ccco1)N(C(=O)c1ccc(S(=O)(=O)N2CCCCC2)cc1)c1ccccn1 (stereo unspecified)	1%	19%	-7%	2%	6%	-8%	3.1%	0%	-3	4	4%
COCCCN(C(=O)c1cc2c(s1)CCCCC2)c1c(N)n(Cc2ccccc2)c(=O)[nH]c1=O	-3%	?	0%	.	-3%	.	0.2%	.	.	-16	2%
O=C(Nc1cccc(S(=O)(=O)N2CCCCCC2)c1)c1cncc(Br)c1	?	-25%	-2%	.	-1%	.	0.3%	.	.	-7	-6%
Cc1csc2c(=O)n(CCO)c(=O)[nH]c12	-3%	-48%[inhibitor]	-3%	1%	0%	.	0.0%	1%	-4	-7	-1%
Cc1nn(-c2ccccc2)c(C)c1NC(=O)COC(=O)c1cc(Cl)ccc1O	3%	2%	1%	.	-1%	.	-0.3%	.	.	-13	25%
O=C(c1cccc(N2CCCC2=O)c1)N1CCN(c2cccc(Cl)c2)CC1	-6%	0%	-17%	.	1%	.	-0.4%	-1%	.	-8	4%
O=C1CCCN1CCCNS(=O)(=O)c1ccccc1	4%	18%	4%	1%	1%	8%	-1.1%	-2%	0	21	2%
COc1ccc2c(c1)c(N=O)c(O)n2C	-14%	7%	1%	4%	-2%	3%	-1.0%	0%	3	-19	-2%
(further entries)
SMILES	Chronic BCR inh	Integrin act MD	Tb PFK block	PKM2 activator	TSG101-PTAP inh	Menin MLL FP TR	B2AR arrestin	GALK inh	FBPA coupling cs	Giardia killer	ASM inhibitor
CCC(OC(=O)CN1C(=O)c2ccccc2C1=O)C(=O)NC1CCCC1 (stereo unspecified)	1%	0%	0%	4%	-8%	?	-0.6%	15%	0	12	10%
CC(C)(C)NC(=O)NC12CC3CC(CC(C3)C1)C2	-4%	17%	1%	2%	-2%	3%	-0.1%	0%	-2	-8	9%
O=C(NCCS(=O)(=O)N1CCN(c2ccccc2F)CC1)c1ccc(Br)cc1	-2%	-12%	0%	.	1%	0%	0.4%	-8%	0	32[activator]	3%
O=C(COC(=O)c1ccc2c(c1)C(=O)N(Cc1ccco1)C2=O)NCC(F)(F)F	-12%	9%	-7%	10%	-6%	18%	-0.2%	0%	-1	-7	4%
COCCN(C(=O)c1snc(C(N)=O)c1N)C(C(=O)NC1CCCCC1)c1ccc(F)cc1 (stereo unspecified)	-8%	-24%	1%	0%[11.5 µM]	1%	1%	-0.7%	7%	4	3	94%[activator]
CCCCCc1c(C)[nH]c2nc3ccccc3n2c1=O	10%	0%	-2%	.	-1%	35%[activator]	0.3%	.	-2	-9	-4%
Nc1nonc1-c1nc2ccccc2n1CC(=O)N1CCN(c2ccc(F)cc2)CC1	2%	8%	0%	-5%	-1%	-6%	-0.2%	0%	2	21	-8%
Cc1ccccc1NC(=O)C1C2CC/C=C\CCC21 (stereo unspecified)	0%	15%	-3%	3%	-3%	-6%	-1.6%	0%	-3	7	1%
CCCCN(C(=O)Cc1cccs1)c1nnc(-c2cccnc2)s1	1%	-1%	-4%	-14%	-11%	-4%	0.2%	2%	6	-5	-9%
COc1ccc(/C(N)=N/OC(=O)Cc2ccc(OC)c(OC)c2)cc1	3%	-30%	-3%	0%	-6%	-17%	-0.9%	4%	-8	6	-1%
O=C(Cn1cnc2ccccc21)N/N=C/c1ccco1	-12%	26%	0%	-8%	-10%	-1%	-0.2%	-3%	-7	2	3%
CCCCn1c(-c2nn(C)c(C)c2Cl)n[nH]c1=S	8%	14%	4%	0%	5%	5%	-0.6%	.	2	19	-1%
CC1CCCCC1NC(=O)C1CCC(CNS(=O)(=O)c2cccc3cccnc23)CC1 (stereo unspecified)	-2%	-2%	1%	.	-10%	.	0.4%	-2%	.	-3	-4%
O=C1NC(=O)/C(=C/c2ccccc2Cl)N1	6%	-2%	0%	.	-2%	11%	-0.5%	-1%	0	-2	1%
CCOc1ccc(N2CC(C(=O)NCCN3C(=O)S/C(=C\c4ccc(OC)c(OC)c4)C3=O)CC2=O)cc1 (stereo unspecified)	1%	-28%	-1%	7%	-2%	-11%	-1.1%	4%	1	-20	11%
O=C(/C=C/c1ccc2c(c1)OCO2)NCC1CCCO1 (stereo unspecified)	-10%	-27%	1%	-3%	-1%	-1%	-0.1%	1%	0	19	6%
CN1C(=O)Cc2cc(S(=O)(=O)NCc3c(F)cccc3Cl)ccc21	0%	0%	2%	14µM*	-2%	-1%	0.0%	0%	-1	-29	-2%
Cn1ncc2c(=O)n(/N=C/c3ccccc3)cnc21	0%	-7%	-1%	-4%	-3%	?	0.3%	1%	6	-2	5%
Nc1c(Cl)nc(-c2ccccc2)nc1Cl	3%	-7%	-6%	-4%	-3%	?	0.1%	11%	-1	-20	-3%
Cc1ccccc1OC(C)C(=O)NCCC1=CCCCC1 (stereo unspecified)	0%	8%	1%	-7%	-6%	.	0.2%	0%	.	4	2%
Cc1ccccc1C(=O)N=c1c(C#N)cc2c(=O)n3cccc(C)c3nc2n1Cc1ccco1	?	.	2%	-1%	.	0%	-1.4%	1%	2	.	.
CC(NC(=O)/C(=C\c1ccco1)NC(=O)c1ccco1)C(=O)O (stereo unspecified)	0%	2%	3%	1%[11.5 µM]	-3%	-19%	-0.4%	-2%	-8	-1	1%
COc1cc(CNCCN2CCOCC2)ccc1OCc1ccccc1Cl	-5%	-38%[inhibitor]	-2%	2%	1%	-18%	0.5%	-2%	-2	-1	-2%

Screening data deposited in PubChem by National Center for Advancing Translational Sciences (NCATS).

Some of the compounds tested; count on the stated rates, not on these rows.
